# From PubChem BioAssay
# PI5P4Ka inh: blocks human PI5P4K alpha kinase activity; P48426; actives 1.2% (n = 330,000); PI5P4Kalpha enzyme, ADP-Glo luminescence, 60 min; stronger effect = lower value; max response, %; active = max response of -50% or lower; inconclusive = between -30% and -50%; inactive = -30% or higher; note: value at the top dose of about 77 µM; % is set by controls: 0 for no effect and ±100 for the full control effect
#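 Reactions run in 0.038 M HEPES pH 7.4, 0.28 mM EGTA, 0.1% CHAPS and 5% DMSO, with PI5P4Kalpha, substrate, compound and 5 microM ATP final, one hour at room temperature. Readout is ADP-Glo luminescence.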
# EPAC1 agonist: agonists of human EPAC1; EPAC1 agonist qHTS, biochemical assay; response scale: 100% = response to 6.5 mM cAMP; Potency, µM (titrated, usually from 154 µM), inactives show top-dose activation, usual class: activators; actives 0.073% (n = 360,000); note: potency is the fitted concentration of half-maximal effect; nearly all actives have a fitted effect of over 60% in size
# Target sequence (O95398 whole entry, looked up): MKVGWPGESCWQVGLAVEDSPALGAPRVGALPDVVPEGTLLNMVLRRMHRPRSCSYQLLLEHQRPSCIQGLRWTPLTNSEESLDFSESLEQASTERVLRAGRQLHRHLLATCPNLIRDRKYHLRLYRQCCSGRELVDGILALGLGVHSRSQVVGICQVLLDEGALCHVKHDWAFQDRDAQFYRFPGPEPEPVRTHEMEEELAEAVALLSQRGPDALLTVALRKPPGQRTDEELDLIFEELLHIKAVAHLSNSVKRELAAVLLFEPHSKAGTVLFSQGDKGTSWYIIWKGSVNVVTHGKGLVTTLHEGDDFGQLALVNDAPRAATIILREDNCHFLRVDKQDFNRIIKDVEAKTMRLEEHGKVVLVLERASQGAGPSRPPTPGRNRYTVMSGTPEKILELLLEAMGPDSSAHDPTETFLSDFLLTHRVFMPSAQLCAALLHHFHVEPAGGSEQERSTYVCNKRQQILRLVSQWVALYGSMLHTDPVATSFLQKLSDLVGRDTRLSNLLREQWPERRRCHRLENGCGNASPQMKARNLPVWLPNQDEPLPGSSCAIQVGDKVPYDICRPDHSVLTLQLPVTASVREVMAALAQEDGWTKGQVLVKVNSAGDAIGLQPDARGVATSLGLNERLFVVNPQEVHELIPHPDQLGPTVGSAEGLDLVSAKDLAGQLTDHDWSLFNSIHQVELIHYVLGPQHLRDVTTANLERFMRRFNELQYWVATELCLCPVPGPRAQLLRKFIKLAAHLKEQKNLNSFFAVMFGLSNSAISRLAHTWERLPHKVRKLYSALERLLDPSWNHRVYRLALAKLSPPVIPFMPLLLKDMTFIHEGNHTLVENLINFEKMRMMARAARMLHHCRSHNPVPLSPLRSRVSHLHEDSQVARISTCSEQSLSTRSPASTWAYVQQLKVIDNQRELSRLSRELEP
#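 Normalized to 6.5 mM cAMP, activity reflects EPAC1-catalysed release of BODIPY-GDP from Rap1B, followed kinetically over 30 min at 480 nm excitation, 540 nm emission. Reaction contained 100 nM EPAC1, 250 nM Rap1B-BODIPY-GDP, 50 uM GDP.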
# EPAC1 antagonist: blocks human EPAC1 exchange factor; Potency, µM (top dose mostly 115 µM), for the others: at the top dose activity change, negative = inhibition, usual class: inhibitors; AID 720709; actives 0.14% (n = 360,000); EPAC1 GEF assay, Rap1b-BODIPY-GDP exchange fluorescence;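 note: potency is the fitted concentration of half-maximal effect; plate controls were vehicle for no effect and positive control for full effect; nearly all actives have a fitted effect of over 50% in size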
# WRN helicase inh: inhibitors of human WRN helicase; Q14191; WRN helicase unwinding, fluorescent forked duplex, kinetic; Potency, µM (top dose mostly 114 µM), for inactives: at the top dose activity change, negative = inhibition, usual class: inhibitors; actives 0.46% (n = 360,000); note: potency is the fitted concentration of half-maximal effect; % is set by controls: 0 for no effect and ±100 for the full control effect; nearly all actives have a fitted effect of over 55% in size
#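 Kinetic fluorescence helicase assay: unwinding of a quenched forked DNA duplex (100 nM final) with 2 mM ATP final raises red fluorescence (525/598 nm). Compounds sat 15 min at room temperature with 20 nM WRN beforehand.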
# EPAC2 agonist: activates human EPAC2 exchange factor | AID 720711 | actives 0.079% (n = 360,000) | Potency, µM (doses to about 154 µM), without a hit: at the top dose activation, most hits filed as activators | EPAC2 activation, biochemical qHTS; response scale: 100% = 6.5 mM cAMP response | Q8WZA2; note: potency is the fitted concentration of half-maximal effect; nearly all actives have a fitted effect of over 50% in size
#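 Guanine nucleotide exchange by EPAC2 is measured as reduced fluorescence of BODIPY-GDP once it is released from 250 nM Rap1B. Plates are read kinetically for 30 min at room temperature; results are scaled to 6.5 mM cAMP.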
# CCT modulator: modulators of cytosolic chaperonin (CCT/TRiC) activity; activity change, % (test concentration not listed), hits read low; actives 0.3% (n = 360,000); purified chaperonin ATPase assay, HTRF ADP detection, 30 min; in the data active = activity change below about -30%; note: % is set by controls: 0 for no effect and ±100 for the full control effect
#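 Nucleotide hydrolysis assay: TRiC at 20–40 nM final (set by batch activity) with 10 uM ATP, 30 min at 37 °C, in presence of 76 uM compound. Detection by competitive ADP HTRF, 30 min ambient.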
# IL-2 act: activates IL-2 in a cell-based reporter assay; IL-2 activation reporter assay, cell-based qHTS; stimulated with anti-CD3/CD4/CD28 beads; in transgenic mouse T cells; activation, % (series mostly up to about 46 µM); AID 652025; actives 0.065% (n = 360,000); in the data active = activation above about 50%; inconclusive = mostly about 30% to 49%; note: 0% is about no effect
#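 EGFP and DsRed fluorescence is measured by plate cytometry in unstimulated transgenic mouse T cells exposed to compound for 60 minutes, then stimulated 18 hours at 37 degrees C with anti-CD3/anti-CD4 beads plus anti-CD28.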
# PLK1 PBD inh: blocks phosphopeptide binding to human PLK1 polo-box domain | P53350 | Plk1 PBD binding of FITC phosphopeptide, fluorescence polarization | Potency, µM, for inactives: max response, negative = inhibition, actives largely listed as inhibitors | actives 2.8% (n = 360,000) | AID 720504; note: potency is the fitted concentration of half-maximal effect; series mostly up to about 57 µM; % is set by controls: 0 for no effect and ±100 for the full control effect; nearly all actives have a fitted effect of over 65% in size
# * marks the source's active call; other numbers are inactive results; ? = inconclusive; . = no result given; & = joins results of further samples; [ ] = remark or other dose. Unless noted, calls come from the whole dose curve; as a rule, active = well fitted curve in the direction sought with a large enough effect; inconclusive = small, poorly fitted or top-dose-only effect, or another doubt; inactive = no such curve, though single readings can be large; an effect the other way counts as inactive or inconclusive. A portion of the library, so the mix of outcomes need not match the whole.
SMILES	WRN helicase inh	EPAC2 agonist	PI5P4Ka inh	EPAC1 agonist	PLK1 PBD inh	CCT modulator	EPAC1 antagonist	IL-2 act
NC(CSCc1ccccc1Cl)C(=O)O (stereo not given)	-2.5%	7.1%	-4.9	-2.9%	-29.4%	-2.6	-2.8%	-0.8
COc1ccc(C(=O)NN2CCCCC2)cc1OC	2.8%	9.7%	.	7.5%	-4.5%	-4.2	0.8%	-2.2
CC(=O)NC(NC(=S)N1CCCCCC1)C(Cl)(Cl)Cl (stereo not given)	-23.6%	-3.7%	3.3	-1.0%	6.1%	-0.2	9.8%	-2.9
COc1cc(NC(=O)Cn2ccsc2=N)cc(OC)c1	-3.2%	7.8%	-0.5	-0.8%	-1.3%	-1.5	-8.5%	-2.7
CCN(CC)S(=O)(=O)c1ccc(Cl)c(NC(=O)c2ccncc2)c1	-2.1%	6.9%	3.7	1.2%	-8.0%	-4.8	-5.0%	-0.1
COc1cc(C(C(=O)NC2CCCCC2)N(Cc2cccs2)C(=O)Cc2c[nH]c3ccccc23)cc(OC)c1OC (stereo not given)	13.6%	-7.9%	0.9	-8.8%	-3.5%	0.6	3.3%	-0.1
CNC(=S)SCCOc1ccc(C)cc1	-7.1%	-3.1%	9.1	-9.0%	-15.7%	0.7	-0.4%	-0.8
N/C(=N\S(=O)(=O)c1cccs1)c1ccccc1	-9.9%	-0.6%	2.0	3.6%	-17.2%	-6.1	-15.3%	-1.8
CC1CSc2n(-c3cccc(C(F)(F)F)c3)cc(-c3ccccc3)[n+]21 (stereo not given)	-3.1%	2.5%	-1.0	3.6%	-5.5%	0.0	-1.4%	-0.6
CC(=O)N1CCN(CC(=O)Nc2ccc(Cl)c(S(=O)(=O)N(C)C)c2)CC1	-15.1%	14.7%	7.0	4.5%	-7.8%	1.6	-4.2%	-1.0
Cc1cc(C)c2oc(C(=O)N(Cc3ccc(F)cc3)C3CCS(=O)(=O)C3)cc(=O)c2c1 (stereo not given)	-2.6%	2.2%	-1.5	9.6%	2.7%	-1.4	-4.2%	0.1
Cn1nc(C(=O)Nc2cccc(S(=O)(=O)N3CCCCC3)c2)c2ccccc2c1=O	-11.6%	-9.6%	3.7	1.1%	-3.0%	-1.9	-5.1%	-1.6
CC(=O)Nc1ccc(NC(=O)Cn2nc([N+](=O)[O-])c(Br)c2C)cc1	-4.9%	7.2%	-4.7	-1.6%	-2.1%	-0.4	-20.7%	-0.5
N#CC1=C(N)SC(N)=C(C#N)C1Cc1ccccc1	-21.0%	9.3%	-51.6*	5.1%	25.4%	-4.8	-1.5%	2.5
Cc1c(C(=O)c2ccc(Cl)c([N+](=O)[O-])c2)c2ccccn2c1CCC#N	-10.6%	3.7%	7.7	-3.0%	-9.3%	0.5	-26.9%	-1.4
NS(=O)(=O)c1ccc(N/C=C\C(=O)c2cccc3ccccc23)cc1	-7.3%[57.1 µM]	-1.5%	-7.5	4.1%	-0.4%	-0.4	-2.7%	-1.8
O=C(CN1C(=O)CC(c2ccco2)Sc2ccccc21)Nc1ccc2c(c1)OCCO2 (stereo not given)	-11.2%	26.8%	.	25.0%	-5.8%	-2.3	-11.4%	-0.3
CC(=O)Nc1cc(-c2ccc(S(C)(=O)=O)cc2)cn2c(-c3ccc(F)cc3)cnc12	7.0%	2.8%	-7.2	-8.4%	-2.8%	0.0	0.2%	0.4
Cc1cccc(N2CCN(C3=NC(=O)C(=C4CCCCC4)S3)CC2)c1	2.4%	-16.5%	-3.0	-0.9%	-3.6%	-0.8	0.0%	0.8
CCCOc1ccc(-c2csc(N)n2)cc1[N+](=O)[O-]	-9.5%	5.7%	-4.1	3.9%	-5.5%	-1.3	-2.9%	0.0
O=C(C=Cc1cccc(O)c1)c1ccccc1O	-27.7%	11.5%	7.6	-10.7%	1.68µM*	2.6	-9.1%	-0.4
CC(Sc1nncn1C)C(=O)Nc1nnc(-c2ccccc2)s1 (stereo not given)	-6.2%	3.9%	-2.5	-1.5%	-0.7%	-0.7	7.1%	3.3
CC(C)(C)OC(=O)N1CSC[C@H]1C(=O)NC[C@H](CC(=O)O)c1ccc(Cl)cc1	0.6%	0.4%	-2.7	-7.1%	3.2%	0.3	17.9%	0.3
Cc1ccccc1NP(=O)(c1ccccc1)c1nc2ccccc2s1 (stereo not given)	-1.6%	-4.6%	-9.6	3.7%	?	1.0	-10.5%	0.8
COc1cc2c(CCNC(C)=O)c[nH]c2cc1O	-0.3%	-2.5%	-0.4	-4.1%	-4.6%	-1.0	1.6%	-0.3

# In a second layout: entries from further up
# Values run as follows: WRN helicase inh, EPAC2 agonist, PI5P4Ka inh, EPAC1 agonist, PLK1 PBD inh, CCT modulator, EPAC1 antagonist, IL-2 act
COc1cc(NC(=O)Cn2ccsc2=N)cc(OC)c1
    -3.2%, 7.8%, -0.5, -0.8%, -1.3%, -1.5, -8.5%, -2.7
NC(CSCc1ccccc1Cl)C(=O)O (stereo not given)
    -2.5%, 7.1%, -4.9, -2.9%, -29.4%, -2.6, -2.8%, -0.8
Cc1cccc(N2CCN(C3=NC(=O)C(=C4CCCCC4)S3)CC2)c1
    2.4%, -16.5%, -3.0, -0.9%, -3.6%, -0.8, 0.0%, 0.8

# Other compounds follow.
SMILES	WRN helicase inh	EPAC2 agonist	PI5P4Ka inh	EPAC1 agonist	PLK1 PBD inh	CCT modulator	EPAC1 antagonist	IL-2 act
CCN(CC)S(=O)(=O)c1ccc(NC(=O)CCN2C(=O)C3CC=CCC3C2=O)cc1 (stereo not given)	5.4%	-1.6%	8.1	1.6%	0.2%	-0.5	13.8%	-0.6
C[C@@H]1CN([C@@H](C)CO)C(=O)c2cc(/C=C/c3ccccc3)cnc2O[C@@H]1CN(C)S(=O)(=O)c1ccc(F)cc1	1.8%	7.5%	-2.2	0.5%	1.5%	-0.5	7.3%	-0.6
Cc1cc(Br)c(Cl)cc1NC(=O)CN1C(=O)C2C3CC(c4ccccc4)C(C3)C2C1=O (stereo not given)	-16.4%	6.0%	27.3	24.3%	3.0%	-0.4	1.0%	-4.9
Fc1cccc(-c2n[nH]c(=S)n2-c2ccccc2)c1	3.4%	9.4%	-0.4	2.7%	-13.8%	-1.7	-7.0%	-0.9
O=C(NOCc1ccccc1)c1cccc([N+](=O)[O-])c1	-3.4%	9.4%	1.6	11.2%	-12.1%	-0.4	4.1%	-0.2
COc1cc(C2CC(c3ccccc3)=NN2c2ccccc2)ccc1OCC(=O)O (stereo not given)	-0.1%	1.1%	-0.6	-4.9%	-21.8%	-0.9	-0.6%	0.7
COc1cccc(C(=O)n2c(SC)nc3cc4c(cc32)OCCO4)c1	-2.6%	-2.5%	.	-7.6%	-7.5%	-1.1	1.7%	-0.9
O=C(NCC(=O)N1CCN(c2ccccc2O)CC1)C1CCCCC1	-2.7%	4.5%	-12.7	-25.2%	-5.6%	-1.3	1.2%	-0.8
COc1ccc(OC)c(CCNC(=O)CC2Oc3ccc(C)cc3NC2=O)c1 (stereo not given)	13.5%	1.3%	-15.3	-13.7%	-3.7%	0.0	5.3%	-3.1
COCCn1c(Cc2ccccc2)nnc1SCC(=O)Nc1ccccc1	3.1%	-0.4%	5.1	-3.8%	2.6%	-2.7	14.5%	-0.3
O=C(OCC(=O)N1CCCc2ccccc21)c1cc(S(=O)(=O)N2CCOCC2)ccc1O	7.6%	7.0%	-1.3	-10.6%	-8.0%	-1.6	-10.5%	0.4
CN(CC(=O)NCCc1ccc(S(N)(=O)=O)cc1)S(=O)(=O)/C=C/c1ccccc1	5.3%	-5.1%	5.2	0.5%	1.0%	0.7	15.2%	0.1
CCn1c(CCC(=O)Nc2nc3c(s2)CCCC3)nc2cc(S(=O)(=O)N(C)C)ccc21	0.2%	3.2%	.	2.9%	10.4%&-2.0%	-2.1	-1.5%	2.7
Cc1ccc(CS(=O)Cc2ccc(C(=O)N3CCN(c4ccc(F)cc4)CC3)o2)cc1 (stereo not given)	14.2%	5.9%	3.6	-11.4%	-5.5%	-0.4	-20.4%	-1.8
Cc1cccc(C(=O)NC(=S)NC(C)c2ccccc2)c1 (stereo not given)	-1.5%	11.5%	5.7	7.6%	-4.3%	-2.6	-24.0%	0.2
COc1ccc(C(C(=O)NCc2ccccc2)n2c(-c3ccncc3)nc3ccccc32)cc1 (stereo not given)	4.2%	10.9%	-1.0	20.9%	-6.8%	.	-19.7%	-0.2
Cc1cc(C(=O)CSc2nnc(-c3ccco3)o2)c(C)n1Cc1ccco1	?	-5.4%	-20.8	2.9%	-3.1%	-2.4	-27.4%	-0.5
CC1CCN(S(=O)(=O)c2cc(C(=O)N3CCN(c4ccccc4)CC3)ccc2Br)CC1	-2.0%	4.5%	-8.1	-3.7%	-6.3%	-2.7	6.5%	-2.4
COc1ccccc1N1CN(S(=O)(=O)c2ccc(C)cc2)c2nc3ccccc3nc21	-16.2%	-3.6%	0.4	7.0%	1.1%	-0.2	-3.1%	-0.1
O=C(Nc1ccc(F)cc1)c1ccc2c(=O)n(CC3CCCO3)c(=S)[nH]c2c1 (stereo not given)	-5.1%	-2.5%	7.1	-5.6%	-0.4%	0.3	19.7%	-0.7
Cc1ccccc1OCC(=O)Nc1ccccc1C(=O)NC1CC1	7.4%	9.6%	9.9	-5.0%	-5.2%	2.2	5.4%	-5.8
Cc1cccc(C(O)c2ncc(-c3ccc(F)cc3)[nH]2)c1C (stereo not given)	1.9%	-1.9%	0.0	4.4%	-2.3%	-0.2	-0.7%	0.4
CN(CC(=O)Nc1cccc(F)c1)C(=O)C1(c2ccccc2)CC1	2.8%	-1.0%	-2.3	-7.1%	-0.2%	0.5	-7.5%	0.5

# Some of the entries so far, with two lines to a compound.
# Under each structure – WRN helicase inh, EPAC2 agonist, PI5P4Ka inh, EPAC1 agonist, PLK1 PBD inh, CCT modulator, EPAC1 antagonist, IL-2 act
- CN(CC(=O)Nc1cccc(F)c1)C(=O)C1(c2ccccc2)CC1
    2.8%, -1.0%, -2.3, -7.1%, -0.2%, 0.5, -7.5%, 0.5
- Cc1ccccc1OCC(=O)Nc1ccccc1C(=O)NC1CC1
    7.4%, 9.6%, 9.9, -5.0%, -5.2%, 2.2, 5.4%, -5.8
- Cc1cccc(C(O)c2ncc(-c3ccc(F)cc3)[nH]2)c1C (stereo not given)
    1.9%, -1.9%, 0.0, 4.4%, -2.3%, -0.2, -0.7%, 0.4
